Cy5 interf NS3h = Cy5 fluorescence interference, HCV helicase counter-screen. Cy5-dT15 DNA with NS3h; actives lie on both sides; signal over control mean, under 1 quenches. fluorescence interference ratio at 100 µM. actives 6% (n = 16,000);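 active = compound fluorescence over control fluorescence at most 0.8, a quencher, or at least a set upper limit, an enhancer; inactive = ratio between 0.8 and the set upper limit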
NS3h inh CB = hepatitis C NS3 helicase inhibition, primary screen; NS3h Cy5-dT15 DNA binding, fluorescence polarization; inhibition, % at 100 µM; actives 1.6% (n = 16,000);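 active = inhibition above the average over every tested compound plus 3 SD, cut at about 40% in these data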
Numbers without * were called inactive. An unsorted share of the library. About 6.7% of those tested had a hit in this group.

SMILES	Cy5 interf NS3h	NS3h inh CB
CCOc1ccc(N2C(=O)CSC23C(=O)Nc2ccccc23)cc1 (stereo not given)	1.1	-15
COc1ccccc1C(=O)N=Nc1c(O)n(C)c2ccccc12	1	-5
S=c1[nH]nc(-c2ccc(Cl)cc2Cl)n1-c1ccc(Cl)cc1	0.95	10
Cc1ccc(N2C(=O)/C(=C/c3ccc(Oc4ccc([N+](=O)[O-])cn4)cc3)C(=O)NC2=S)c(C)c1	1	-4
O=c1[nH]c(Nc2nc3ccccc3o2)nc(O)c1Cc1ccccc1	1.1	15
Cc1ccc([N+](=O)[O-])cc1NC(=O)C12CC3CC(CC(C3)C1)C2	0.99	-2
CCOC(=O)c1ccc(NC(=O)CCNC(=O)c2ccccc2NC(=O)c2ccc(OC)cc2)cc1	1	9
O=C(CSc1nnc(Cc2ccccc2)o1)c1ccc(Cl)cc1	1	14
CC1=C(C(=O)Nc2cc(Cl)ccc2C)C(c2ccc(Br)cc2)NC(=O)N1 (stereo not given)	1	-21
Cc1c(Cl)c([N+](=O)[O-])nn1CC(=O)N1CCCC1	1	-3
O=C(O)c1cc(NC(=O)c2ccc3c(c2)C(=O)N(C2CCCCC2)C3=O)cc(C(=O)O)c1	1	21
O=C(COc1ccc(Cl)cc1Cl)NS(=O)(=O)c1ccccc1	1.1	1
CCOC(=O)C(C)Oc1cc2oc(=O)cc(-c3ccccc3)c2cc1CC (stereo not given)	1	7
COc1ccc(S(=O)(=O)NCCc2ccccc2)cc1	1	13
CCN(CC)c1ccc(/C=C2/C(=O)NN(c3ccccc3)C2=O)cc1	0.88	4
Cc1cccc(N2C(=O)CC(n3c(C)nc4ccccc43)C2=O)c1 (stereo not given)	1	10
O=C(COC(=O)c1ccccc1NC(=O)c1ccccc1)c1ccc(Br)cc1	0.97	6
COc1ccc(N2C(=O)NC(=O)/C(=C/c3cccc(OCCOc4ccccc4)c3)C2=O)cc1	0.98	16
O=C(CNc1cccc(Cl)c1)c1ccc(Br)cc1	1.1	6
O=C(Nc1cccnc1)c1cnn2c1NC(c1ccco1)CC2C(F)(F)F (stereo not given)	1.1	6

The last 3 compounds of the section before come first, to join the parts.
SMILES	Cy5 interf NS3h	NS3h inh CB
COc1ccc(N2C(=O)NC(=O)/C(=C/c3cccc(OCCOc4ccccc4)c3)C2=O)cc1	0.98	16
O=C(CNc1cccc(Cl)c1)c1ccc(Br)cc1	1.1	6
O=C(Nc1cccnc1)c1cnn2c1NC(c1ccco1)CC2C(F)(F)F (stereo not given)	1.1	6
O=C(Nc1ccc(Cl)cc1)c1cc2n(n1)C(C(F)(F)F)CC(c1ccccc1)N2 (stereo not given)	1	32
O=C(O)COc1ccccc1/C=N/NC(=O)C1COc2ccccc2O1 (stereo not given)	1.1	-3
O=c1nc2s/c(=C/c3ccc(Cl)c(Cl)c3)c(=O)n2nc1Cc1ccccc1	0.99	7
COc1ccc(/C=C/C(=O)N2CCOCC2)cc1Br	0.67*	2
CCCOC(=O)c1ccc(NC(=O)COc2ccc3ccccc3c2)cc1	1.1	8
COc1cc(/C=C2/SC(=S)N(Cc3ccccc3)C2=O)cc(Cl)c1OCc1ccccc1	1	2
COc1cccc(/C=N\Nc2nc(C)cc(=O)[nH]2)c1O	0.96	6
O=[N+]([O-])c1ccc(S(=O)(=O)N/N=C\c2ccco2)cc1	1.1	4
COCC(O)CN1CCN(c2ccc([N+](=O)[O-])cc2Cl)CC1 (stereo not given)	0.99	-13
Cc1ccc(N2C(=O)c3ccc4c5c(ccc(c35)C2=O)CC4)c(C)c1	1	8
COc1cc(NC(=O)c2ccccc2Br)cc(OC)c1	0.95	6
Nc1ccc2nc(SCC(=O)NCc3ccco3)sc2c1	1	3
C/C(=N/NC(=O)C(C)Oc1ccc(Cl)cc1)c1ccccc1 (stereo not given)	1.1	-6
O=C1NC(=S)NC(=O)C1=Cc1ccccc1OCc1ccc([N+](=O)[O-])cc1	0.68*	30
COc1ccc(-c2c(-c3ccc(Cl)cc3)nn(-c3ccccc3)c2N)cc1OC	0.9	19
Cc1ccc2nsnc2c1NC(=O)c1cccc(Br)c1	1	15
COc1ccc(C(C[N+](=O)[O-])C2(c3ccc(OC)c(OC)c3)C(=O)c3ccccc3C2=O)cc1 (stereo not given)	0.9	0
O=C1C2C3C=CC(C3=C(c3ccccc3)c3ccccc3)C2C(=O)N1c1cccc(C(F)(F)F)c1 (stereo not given)	1	10
O=[N+]([O-])c1cccc2c1NC(c1ccccc1F)C1CC=CC21 (stereo not given)	0.96	7
COc1ccc(C(=O)/C=C\Nc2ccc3c(c2)OCO3)cc1OC	1.1	11
COc1cc(CC(=O)N2CCOCC2)c(Cc2cc(OC)c(OC)cc2CC(=O)N2CCOCC2)cc1OC	1	-6
CC1=C(C(=O)OCCOC(C)C)C(c2ccc(N(C)C)cc2)C2=C(CCCC2=O)N1 (stereo not given)	1	6
O=C(N(c1ccc(Cl)cc1)C1C=CS(=O)(=O)C1)C(F)(F)F (stereo not given)	1	-1
CCOC(=O)C(=CNc1ccccc1C(=O)O)C(=O)OCC	1.1	-1
CCCCOc1ccc2c(=O)c(Oc3ccccc3Br)coc2c1	0.99	3
Cc1oc2cc(Br)c(OCC(=O)C(C)(C)C)cc2c1C(=O)OC(C)C	1.1	3
O=C(NC(=S)Nc1ccc2oc(-c3ccc(F)cc3)nc2c1)c1ccco1	1.1	-16
CCOc1ccc(C(=O)Nc2ccc(NC(=O)c3cc4ccccc4o3)c(OC)c2)cc1[N+](=O)[O-]	1	3
COc1cc(NC(=O)COc2ccccc2C)ccc1NC(=O)c1ccco1	0.94	1
O=C(/C=C/c1ccccn1)c1ccc(NC(=O)c2ccco2)cc1	0.87	27
COCCCNC(=O)CN(c1cccc(Cl)c1)S(C)(=O)=O	1	-1
S=C(c1cn(-c2ccccc2)nc1-c1cccs1)N1CCOCC1	0.9	16
Cc1ccc(-c2nn(-c3ccccc3)cc2/C=N\O)o1	0.95	17
O=C(/C=C/c1cccc(C(F)(F)F)c1)Nc1ccccc1[N+](=O)[O-]	0.98	11
Cc1ccc(C(=O)CSc2nc(O)cc(=O)[nH]2)c(C)c1	1	-1
COCc1cc(=O)n2[nH]c(-c3ccc(Cl)cc3)cc2n1	1	7
CC(=O)Oc1ccccc1-c1nc2s/c(=C/c3ccco3)c(=O)n2n1	0.92	7
O=C(Nc1ccc(-c2nnc(-c3ccccc3)o2)cc1)C(c1ccccc1)c1ccccc1	1	-2
O=C(Nc1ccc(I)cc1Cl)c1cccc(Cl)c1Cl	0.96	8
CC(=O)c1c(C)oc2c1cc(OC(=O)c1ccco1)c1ccccc12	1	7

Of the compounds above, these have four or more nitrogen atoms.
SMILES	Cy5 interf NS3h	NS3h inh CB
Cc1ccc(N2C(=O)/C(=C/c3ccc(Oc4ccc([N+](=O)[O-])cn4)cc3)C(=O)NC2=S)c(C)c1	1	-4
O=c1[nH]c(Nc2nc3ccccc3o2)nc(O)c1Cc1ccccc1	1.1	15
Cc1c(Cl)c([N+](=O)[O-])nn1CC(=O)N1CCCC1	1	-3
O=C(Nc1cccnc1)c1cnn2c1NC(c1ccco1)CC2C(F)(F)F (stereo not given)	1.1	6
O=C(Nc1ccc(Cl)cc1)c1cc2n(n1)C(C(F)(F)F)CC(c1ccccc1)N2 (stereo not given)	1	32
COc1cccc(/C=N\Nc2nc(C)cc(=O)[nH]2)c1O	0.96	6

(cont.)
SMILES	Cy5 interf NS3h	NS3h inh CB
Cc1ccc(C(=O)Nc2c(-c3ccccc3)nc3cc(C)ccn23)cc1	0.88	14
COc1cccc(NC(=O)C2CC(=O)N=C(N)S2)c1 (stereo not given)	1	1
CNC(=O)C(=O)Nc1ccccc1OC	1	-14
COc1ccc(NC(=O)c2sc3cc(C)ccc3c2Cl)c([N+](=O)[O-])c1	1.1	4
COc1ccc(C2Nc3ccccc3C(=O)N2Cc2ccco2)cc1CSc1ccccn1 (stereo not given)	0.98	2
COc1cccc2sc(NC(=O)/C=C/c3ccc([N+](=O)[O-])cc3)nc12	1.1	9
CC(C)Oc1nc(-c2ccc(Br)cc2)nc2ccccc12	0.97	4
COc1ccc(/C=C2\SC(=S)N(CC(=O)Nc3ncc(Cc4ccc(C)cc4)s3)C2=O)cc1OC	0.99	19
COc1cc([N+](=O)[O-])ccc1NC(=O)Cn1cnc2c1c(=O)n(C)c(=O)n2C	0.98	4
CCOC(=O)COc1ccc2oc(C)c(C(=O)OC(C)C)c2c1	0.86	14
COc1cc(/C=N\Nc2ccc3ccccc3n2)cc(Br)c1O	0.97	12
O=C(Nc1cccc(Cl)c1)c1ccccc1Br	0.8*	-2
COc1ccc(C(=O)/C=C/c2ccc(-c3ccccc3[N+](=O)[O-])o2)cc1	1	5
COc1ccc(C(NC(=O)Cc2ccccc2)c2ccc3cccnc3c2O)cc1OC (stereo not given)	1	-1
Cn1cnnc1SCC(=O)c1ccccc1	1.2	6
COc1ccc(C2CC(C(F)(F)F)n3nc(C(=O)N4CCN(C(=O)c5ccccc5)CC4)c(Cl)c3N2)cc1OC (stereo not given)	1	16
CCN(CC)c1ccc(NC(=O)c2ccc(Br)cc2)cc1	1	8
O=C(Nc1ccc(S(=O)(=O)N2CCCCC2)cc1)c1ccc(F)cc1	0.91	9
CCCC(=O)NC(Oc1ccc(/C=C2\SC(=S)N(CCCOC)C2=O)cc1)C(Cl)(Cl)Cl (stereo not given)	0.88	12
CCc1ccc(NC(=O)c2cccc3ccccc23)cc1	1.1	6
Nc1nnnn1/N=C\c1ccc(OCc2ccccc2)cc1	1.1	-5
CCC(C)NS(=O)(=O)c1ccc([N+](=O)[O-])cc1 (stereo not given)	1	3
O=C(Nc1ccc(Cc2ccncc2)cc1)C12CC3CC(CC(C3)C1)C2	1.1	16
COc1ccc(CCN/C=C2\CC(=O)NC2=O)cc1OC	1.1	-5
COc1ccc(NC(=O)CN(c2ccc(Cl)cc2)S(=O)(=O)c2ccccc2)cc1	1	11
COC(=O)C1=C(O)/C(=C\c2cccc(Br)c2)N=C1C	0.98	4
Cc1ccnc(NC(=O)/C=C/c2ccc3c(c2)OCO3)c1	1.1	7
CCCCP(=O)(CCCC)CCP(=O)(c1ccccc1)c1ccccc1	0.97	-3
COC(=O)C1C(O)=C(C=Nc2ccccc2C)C(=O)CC1(C)C (stereo not given)	1.1	5
CC(Oc1ccccc1)C(=O)NCCN1CCOCC1 (stereo not given)	1.1	8
CN(C)CCOC(=O)C1(c2ccccc2)CCCC1	1.1	2
CC(=O)CC(=O)Nc1ccc(Cl)cc1Cl	1	0
COc1ccccc1Nc1ncnc2ccc(C)cc12	1.1	2
COC(=O)CN(c1ccccc1)S(=O)(=O)c1ccccc1[N+](=O)[O-]	0.92	9
O=C(NCc1ccco1)c1nn2c(C(F)(F)F)cc(-c3ccccc3)nc2c1Cl	0.96	-4
COC(=O)c1ccc(COc2ccc3c(-c4ccccc4)cc(=O)oc3c2)cc1	0.96	11
O=C(C(=C(O)c1ccccc1)c1nc2ccccc2[nH]1)c1ccc([N+](=O)[O-])cc1	1.1	6
CC(=O)c1cccc(NC(=O)c2cnn3c(-c4ccccc4)cc(-c4ccccc4)nc23)c1	1.1	3
O=C(O)c1ccc(N2C(=O)CC(Cc3ccc(Cl)cc3)C2=O)cc1 (stereo not given)	1.1	-2
COc1ccc(-c2nc(NC(=O)c3ccccc3F)sc2-c2ccc([N+](=O)[O-])cc2)cc1	1.1	5

Record cards (already shown):
O=C(NCc1ccco1)c1nn2c(C(F)(F)F)cc(-c3ccccc3)nc2c1Cl in the list: Cy5 interf NS3h = 0.96; NS3h inh CB = -4
O=C(Nc1ccc(Cc2ccncc2)cc1)C12CC3CC(CC(C3)C1)C2 in the list: Cy5 interf NS3h = 1.1; NS3h inh CB = 16

Some of these compounds in order of count of non-hydrogen atoms, highest first:
SMILES	Cy5 interf NS3h	NS3h inh CB
O=C(C(=C(O)c1ccccc1)c1nc2ccccc2[nH]1)c1ccc([N+](=O)[O-])cc1	1.1	6
COc1cccc(/C=N\Nc2nc(C)cc(=O)[nH]2)c1O	0.96	6
CNC(=O)C(=O)Nc1ccccc1OC	1	-14

Further entries follow:
SMILES	Cy5 interf NS3h	NS3h inh CB
COc1ccc(Cl)cc1NC(=O)COc1ccc(Br)cc1C	1.1	-21
Cc1ccc(-c2nc(Nc3ccccc3)s[n+]2CS(=O)(=O)c2ccccc2)cc1	0.87	-17
Cc1cccc(C)c1NC(=O)CSCC(=O)Nc1ccccc1	0.97	-1
Cc1ccccc1OCC(=O)NC1CC(C)(C)NC(C)(C)C1	1.1	4
O=C(NN1C(=O)C2CCCCC2C1=O)c1ccccc1Cl (stereo not given)	0.99	3
O=c1/c(=C\c2ccc(OCc3cccc4ccccc34)cc2)sc2nc3ccccc3n12	0.99	-2
O=C(N1CCOCC1)N1CCN(c2ccc(F)cc2)CC1	1	0
CCCN(CCC)C(=O)c1ccccc1NC(=O)c1cccnc1	1	4
CC(=O)N(C)C1=C(Cl)C(=O)c2ccccc2C1=O	0.85	90*
COc1ccc(C(=O)/C=C(\C)c2ccc(OC)cc2)cc1	1.1	28
C=CCOc1ccc(/C=C2\SC(=S)N(c3cccc(C(F)(F)F)c3)C2=O)cc1OC	1.1	6
CCOC(=O)c1c(-c2ccccc2)oc2cc(Br)c(OS(C)(=O)=O)cc12	0.98	6
CC(N=Cc1ccccc1O)C12CC3CC(CC(O)(C3)C1)C2 (stereo not given)	1.1	0
Cc1cc2c(cc1[N+](=O)[O-])-c1c(ssc1=S)C(C)(C)N2	1.1	21
COn1c(=O)c(-c2ccccc2)[n+]([O-])c2ccccc21	0.99	4
COc1ccc(NC(=O)C2c3ccccc3Oc3ccccc32)cc1	1.1	1
COc1ccc(C2Nc3ccccc3C(=O)N2Cc2ccco2)cc1COc1ccc(F)cc1 (stereo not given)	0.96	11
Cc1cccc(C)c1NC(=O)/C=C/c1ccc2c(c1)OCO2	0.94	23
O=C1Nc2ccc(S(=O)(=O)Nc3ccc(O)c(-c4c(O)ccc5ccccc45)c3)c3cccc1c23	0.92	-3
